# SNCA expr inhib = Primary qHTS assay for inhibitors of alpha-synuclein gene (SNCA) expression; Potency, µM (series often up to 57.2 µM), for the others: top-dose activity change, negative = inhibition, actives largely listed as inhibitors; actives 0.17% (n = 140,000); HEK-293 SNCA-luciferase knock-in, luminescence, 24 h;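 further: potency means the concentration at half of the fitted maximal effect; plate controls were DMSO cells for no effect and cell-free wells for full effect; nearly all actives have a fitted effect of over 45% in size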
# HEK293 tox = Cytotoxic Profiling in HEK 293 Cell Line of Diverse Libraries Using Quantitative High-Throughput Screening | HEK 293 viability, ATP luminescence (CellTiter-Glo), 48-72 h | Potency, µM (highest dose often 115 µM), inactives show top-dose activity change, negative = cytotoxicity, actives largely listed as inhibitors | AID 1345083, 2018 | actives 6.6% (n = 94,000); further: potency means the concentration at half of the fitted maximal effect; nearly all actives have a fitted effect of over 60% in size
#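 HEK 293 cells seeded at 250 cells/well were exposed to compound for 48 or 72 hr at 37 degree Celsius. Viability taken as ATP content by CellTiter-Glo luminescence.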
# HEK293 viab = GF-AFC viability counterscreen for inhibitors of alpha-synuclein gene (SNCA) expression | actives 0.12% (n = 150,000) | HEK-293-SNCA-luc viability, GF-AFC fluorescence, 24 h | Potency, µM (series often up to 57.1 µM), without a hit: at the top dose activity change, negative = cytotoxicity, hits mostly cytotoxic;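 further: potency means the concentration at half of the fitted maximal effect; 0% = DMSO-treated cells and -100% = medium-only wells without cells; nearly all actives have a fitted effect of over 30% in size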
#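 HEK-293-SNCA-luc cells (1500/well) plated 24 h, then exposed 24 h to a dilution series; GF-AFC added 30 min at 37C, fluorescence 405/540 nm; normalised to medium-only and DMSO wells, Hill fit.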
# NIH3T3 tox = Cytotoxic Profiling in NIH 3T3 Cell Line of Diverse Libraries Using Quantitative High-Throughput Screening | AID 1345082, 2018 | Potency, µM (doses to about 96.7 µM), for inactives: at the highest dose activity change, negative = cytotoxicity, actives largely listed as inhibitors | actives 4.3% (n = 94,000) | NIH 3T3 viability, CellTiter-Glo ATP luminescence, 48-72 h; further: potency means the concentration at half of the fitted maximal effect; nearly all actives have a fitted effect of over 55% in size
#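 Mouse fibroblast NIH 3T3 cells, 400 per well, received compound via pintool and were incubated for 48 or 72 hr prior to CellTiter-Glo ATP luminescence measurement.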
# FLuc inh = Firefly luciferase inhibition profiling of diverse chemical library using quantitative high-throughput screening | actives 2.5% (n = 76,000) | Potency, µM (doses to about 115 µM), inactives show top-dose activity change, negative = inhibition, most hits filed as inhibitors | purified P. pyralis luciferase, luminescence, biochemical; further: potency means the concentration at half of the fitted maximal effect; nearly all actives have a fitted effect of over 65% in size
# Target sequence (P08659 whole entry, looked up): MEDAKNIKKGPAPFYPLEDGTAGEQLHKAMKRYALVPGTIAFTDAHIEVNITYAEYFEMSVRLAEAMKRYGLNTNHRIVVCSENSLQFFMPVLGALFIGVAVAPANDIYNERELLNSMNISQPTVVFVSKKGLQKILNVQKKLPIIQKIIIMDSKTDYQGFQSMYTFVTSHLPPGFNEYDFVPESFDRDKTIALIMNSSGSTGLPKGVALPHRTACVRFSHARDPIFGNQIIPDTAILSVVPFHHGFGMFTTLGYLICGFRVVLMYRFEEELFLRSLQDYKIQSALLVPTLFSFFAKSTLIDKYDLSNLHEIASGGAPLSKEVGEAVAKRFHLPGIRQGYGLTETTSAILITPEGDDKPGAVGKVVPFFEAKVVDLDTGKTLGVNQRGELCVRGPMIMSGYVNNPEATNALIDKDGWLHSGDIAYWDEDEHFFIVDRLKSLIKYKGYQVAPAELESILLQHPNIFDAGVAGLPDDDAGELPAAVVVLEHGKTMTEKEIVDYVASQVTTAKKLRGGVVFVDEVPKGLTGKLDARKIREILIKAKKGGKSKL
#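 FLuc 10nM, D-luciferin 10uM, ATP 10uM, Mg acetate 10mM, Tris acetate pH 7.5, Tween/BSA; cpd qHTS; enzyme added last; CCD luminescence.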
# IP6K1 inhibitor = Primary qHTS assay for small molecule inhibitors of Inositol hexaphosphate kinase 1 (IP6K1); Inositol hexakisphosphate kinase 1 (Homo sapiens), Q92551; IP6K1 kinase, ADP-Glo luminescence, 2 h; hits give low values; activity change, % (series mostly up to about 58 µM); actives 0.81% (n = 140,000); AID 1645851, 2021; in the data active means activity change below about -25%
#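 ADP-Glo luminescence measures ADP made by human IP6K1 during a 2 h RT reaction with ATP/IP6 (mix at 1.3 mM/130 uM); top library doses 57.5 and 19.1 uM final.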
# GPT2 inhibitor = Primary qHTS assay for inhibitors of Glutamate pyruvate transaminase 2 (GPT2). Recombinant GPT2, coupled pyruvate oxidase/HRP Amplex Red fluorescence. Potency, µM (top dose mostly 57.7 µM), without a hit: top-dose activity change, negative = inhibition, actives largely listed as inhibitors. actives 0.25% (n = 100,000); further: potency means the concentration at half of the fitted maximal effect; nearly all actives have a fitted effect of over 60% in size; many of its hits are not listed in these tables
# Target sequence (Q8TD30 whole entry, looked up): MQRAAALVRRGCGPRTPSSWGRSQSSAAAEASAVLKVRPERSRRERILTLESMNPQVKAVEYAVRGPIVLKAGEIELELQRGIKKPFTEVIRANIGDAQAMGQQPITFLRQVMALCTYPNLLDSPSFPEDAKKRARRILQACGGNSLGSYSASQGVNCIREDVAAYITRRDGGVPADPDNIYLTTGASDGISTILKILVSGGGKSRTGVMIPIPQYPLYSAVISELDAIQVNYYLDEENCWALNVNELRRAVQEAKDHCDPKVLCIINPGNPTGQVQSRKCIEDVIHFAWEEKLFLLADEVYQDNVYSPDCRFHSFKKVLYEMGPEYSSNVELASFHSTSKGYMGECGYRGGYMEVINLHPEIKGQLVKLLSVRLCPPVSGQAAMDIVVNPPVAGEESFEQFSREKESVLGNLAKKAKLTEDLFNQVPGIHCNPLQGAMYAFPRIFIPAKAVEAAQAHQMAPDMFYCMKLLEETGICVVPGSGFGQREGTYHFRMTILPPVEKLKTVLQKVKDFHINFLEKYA
#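 Recombinant GPT2 (10ng/uL) with 250uM a-KG and 2mM L-alanine, 30 min at room temperature, in HEPES pH 7.5 buffer. Pyruvate detected by pyruvate oxidase/HRP/Amplex Red fluorescence after 30 min in the dark; AOA (50uM) as positive control.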
# Active calls of the source: *; i = inactive; ? = inconclusive; / = no result given; [ ] = remark or other dose. Unless noted, the call rests on the fitted dose curve; in most records, active means well fitted curve in the direction sought with a large enough effect; inconclusive means small, poorly fitted or top-dose-only effect, or another doubt; inactive means no such curve, though single readings can be large; an effect the other way counts as inactive or inconclusive. Unless noted, on the % scale 0 is the no-effect control and ±100 the full control effect.
entry	Molecule	SNCA expr inhib	HEK293 tox	HEK293 viab	NIH3T3 tox	FLuc inh	IP6K1 inhibitor	GPT2 inhibitor
1	CCc1ccc(CNC(=O)c2noc(-c3ccc4c(c3)OCO4)n2)cc1	139%[activator]	?	15%	-26%	?	2	?
2	O=C(Cn1c2c(c(=O)n1Cc1ccccc1)CCN(Cc1ccccc1)C2)NCc1cccc(F)c1	-4%	?	-28%	?	-4%	-8	3%
3	CNC(=O)[C@@H]1CN(C(=O)c2cnc(C)cn2)C[C@H]1COC	9%	-4%	-1%	-3%	-10%	-7	i
4	COc1ccc(-c2nc(N3CCOCC3)cc3c2CN(Cc2ccccc2)C3=O)cn1	35%[activator][87.6 µM]	?	1%[87.6 µM]	?	15%[172 µM]	11	-3%[88.5 µM]
5	CCNC(=O)c1cc(NC(=O)CC)cc2nc(C)ccc12	-24%	6%	6%	i	-5%	19	-18%
6	Cc1ccc(C(=O)N2CCC(Cc3nc(-c4cnccn4)no3)CC2)c(C)c1	6%	?	-7%	-13%	10%	-6	-1%
7	O=C(CCCn1c(=O)c2ccccc2n(Cc2cccc(Cl)c2)c1=O)NCCc1ccc(Cl)cc1	0%	/	-19%	/	/	6	/
8	COc1ccc(Cl)cc1NC(=O)N(C)CCc1c(C)nn(C)c1C	-9%	/	1%	/	/	20	/
9	Cc1cc2nc3n(c(=O)c2n1CC(=O)Nc1ccc(F)c(Cl)c1)CCCC3	-21%	?	-16%	-11%	9%	-12	i
10	Cc1ccccc1NC(=O)CSc1nc(-c2ccc(F)cc2)c2cccc(C)c2n1	4%	/	7%	/	/	-24	/
11	CCn1c(C(=O)NCc2ccccc2OC)cc2sccc21	-22%	/	10%	/	/	2	/
12	CN(C)CCNC(=O)CCCn1c(=O)c2cccn2c2ccccc21	-32%	/	5%	/	/	-3	/
13	Cc1ccc(C)c(NC(=O)N2C[C@@H](F)C[C@H]2C(=O)N2CCCCC2)c1	12%	11%	-9%	?	5%	0	-3%
14	CCCS(=O)(=O)NCC(=O)N1CCCCCNC(=O)CC1c1ccccc1 (stereo unspecified)	18%	-2%	-1%	-11%	9%	-7	i
15	Cc1ccccc1-c1onc(C)c1C(=O)NCCOC(C)C	-26%	-5%	9%	4%	-4%	-5	i
16	O=C(O)CCC/C=C\C[C@@H]1[C@@H](/C=C/[C@H](O)C2Cc3ccccc3C2)[C@@H](F)C[C@@H]1O	-2%	/	-8%	/	/	/	-8%
17	O=C(CN1C(=O)COc2ccc(S(=O)(=O)N3CCOCC3)cc21)N1CCN(c2ccc(F)cc2)CC1	-23%	/	-16%	/	/	-2	/
18	CN1C(=O)C(CC(=O)Nc2cccnc2)=C2CCCCC21 (stereo unspecified)	?	-16%	5%	-13%	8%	31	1%
19	CN(C)[S+](=O)([O-])c1ccc2c(c1)OCCN(Cc1ccccc1F)C2	0%[87.6 µM]	?	5%[87.6 µM]	?	-14%[172 µM]	-3	i
20	CC(=O)OCC(=O)[C@@]1(O)CC[C@H]2[C@@H]3CCC4=CC(=O)CC[C@]4(C)[C@H]3C(=O)C[C@@]21C	2%	/	3%	/	/	-17	5%
21	CCOc1ccc(CC(=O)N2CCC(n3cc(-c4nc(-c5ccccc5)no4)nn3)C2)cc1 (stereo unspecified)	-5%	?	-1%	?	-29%	-16	i
22	CN(C1CCCCC1)S(=O)(=O)c1ccc2c(c1)c(=O)c(C(=O)NCc1ccccc1Cl)cn2C	50%[activator]	/	-12%	/	/	12	/
23	O=C(NCCCc1nc2ccccc2n1Cc1ccccc1Cl)C1CCCCC1	-4%	/	-11%	/	/	22	/
24	O=C(CCC1CCCN(Cc2cn[nH]c2-c2ccc(F)cc2)C1)Nc1ccccc1F (stereo unspecified)	11%	?	-2%	-16%	-8%	-2	1%
25	COc1ccc(CNC(=O)CC[C@H]2CNC(=O)[C@@H]3[C@@H](CCN3C3CCCCC3)N2C)cc1	43%[activator]	3%	5%	2%	-5%	-1	-3%
26	CS(=O)(=O)N1C[C@H]2CCN(Cc3ccc(F)cc3F)C[C@H]21	35%[activator]	i	-5%[12.5 µM]	4%	5%	7	-15%
27	CCC(C(=O)N1CCc2onc(-c3ccc(F)c(F)c3)c2C1)n1cccn1 (stereo unspecified)	-16%	?	-6%	-31%	14%	10	5%
28	Cc1noc([C@@H]2CC(F)(F)CN2C(=O)c2ccc3nc[nH]c3c2)n1	-10%	1%	-9%	3%	-3%	20	i
29	COCc1nc(C2CCCN(C(=O)CC3CCCC3)C2)no1 (stereo unspecified)	6%	6%	5%[12.5 µM]	2%	0%	18	2%
30	CN(Cc1ccc(-c2ccccc2)cc1)C(=O)c1ccc(F)cc1	-3%[87.6 µM]	71µM*	-5%[87.6 µM]	?	-7%[172 µM]	-16	-2%[88.5 µM]
31	COC(=O)c1ccc(Cn2nc(-c3ccc(C)cc3)ccc2=O)cc1	77%[activator]	/	5%	/	/	14	/
32	CCCOc1ccc(C(=O)Nc2ccc3oc(-c4ccc(N(C)C)cc4)nc3c2)cc1	12%	/	-2%	/	/	5	/
33	Cc1ccc(C(=O)N2CCC(c3nn(Cc4ccccc4)c(=O)[nH]3)CC2)cc1	-3%	-8%	-4%	i	-7%	-2	i
34	O=C(c1ccc(C(F)(F)F)cc1)N1CCC2(COc3ccncc3[S+](=O)([O-])N2)C1 (stereo unspecified)	18%	-26%	1%	?	/	6	i
35	CCC(=O)N1CCc2cc(S(=O)(=O)NC(Cc3ccccc3)C(=O)Nc3cccc(OC)c3)ccc21 (stereo unspecified)	-44%	/	8%	/	/	5	/
36	CN1[C@@H](CCC(=O)NCc2cccs2)CNC(=O)[C@@H]2[C@H]1CCN2Cc1csnn1	-1%[87.6 µM]	-13%[172 µM]	12%[87.6 µM]	-13%[174 µM]	-9%[172 µM]	6	-5%[88.5 µM]
37	O=C(CSc1n[nH]c(-c2ccccc2Cl)n1)N1CCN(c2ccccc2F)CC1	1%	/	1%	/	/	-5	/
38	Cc1noc(-c2cn(C3CCN(C(=O)c4cc(Cl)ccc4F)C3)nn2)n1 (stereo unspecified)	?	1%	8%	-8%	14%	8	i
39	CSc1cccc(NC(=O)C2CCCN(c3cnc4nc(C)c(C)nc4c3)C2)c1 (stereo unspecified)	0%	-12%	8%	-18%	-18%	-6	i
40	CNC(=O)[C@@H]1CN(C(=O)c2nn(C)c3ccccc23)C[C@H]1c1n[nH]c(C)n1	30%	1%	5%	-6%	2%	34	5%
41	O=C(Nc1cc(C(F)(F)F)ccc1Cl)c1nc2ccccc2nc1N1CCCCC1	-4%	/	8%	/	/	8	/
42	COc1ccc(CNC(=O)[C@@H](C)C2CC[C@@]3(C)CC[C@H](NC(=O)C4CC4)[C@@H](C)[C@@H]3[C@H]2O)cc1 (stereo partly specified)	4%	?	0%	-27%	-8%	-1	?
43	O=C1C(OCC2CC2)C2(CCCCC2)N1C1CCN(Cc2cccnc2)CC1 (stereo unspecified)	?	?	-3%	-15%	0%	-10	-1%
44	Cc1nnc2n1CCC(N(C)S(=O)(=O)c1ccccc1F)CC2 (stereo unspecified)	6%	-23%	15%	-19%	-4%	11	?
45	CC(C)NC(=O)NC[C@H]1O[C@@H](CC(=O)NCCN(C)C)[C@H](O)[C@@H]1O	2%[87.6 µM]	i	2%[87.6 µM]	1%[174 µM]	-4%[172 µM]	5	4%[88.5 µM]
46	Cc1cccc(CN2CCCC23Cc2ccccc2CNC3=O)c1 (stereo unspecified)	-15%	?	-1%	-28%	/	-11	i
47	CCc1ccc(C(=O)N2c3ccccc3CC2c2nc(C3CC3)no2)cc1 (stereo unspecified)	-8%	?	?	?	4%	6	i
48	O=C(CCC(=O)N1CC2CCCN2c2ccccc21)NCc1ccc(Cl)cc1 (stereo unspecified)	-15%	/	11%	/	/	-6	/
49	Cn1nnnc1SCCCNCc1ccccc1OCc1ccccc1Cl	-20%	/	-1%	/	/	7	/
50	CCOC(=O)c1ccccc1NC(=O)CSc1nc(=O)[nH]c2c1CCCC2	52%[activator]	/	3%	/	/	14	/
51	CCN(CC)c1ccc2nc3c(=O)n(C)c(=O)n(C)c3nc2c1	18%	/	-5%	/	/	5	/
52	CC(=O)Oc1ccccc1C(=O)Nc1ncc([N+](=O)[O-])s1	149%[activator][25.6 µM]	/	36%[23.9 µM]	/	/	0	-11%
53	CN(C)c1ccc(CNC(=O)c2ccc(NC(=O)c3nsc4ccccc34)cc2)cc1	110%[activator]	/	-5%	/	/	17	/
54	CCOC(=O)C(CCc1ccccc1)NC1CCCN2CCCC(C(=O)O)N2C1=O (stereo unspecified)	/	/	?	/	/	-6	i
55	Cc1ccc(C(=O)NC2CCN(c3cnn(CC4CC4)c(=O)c3)CC2)c(C)c1	-2%	?	-9%	-19%	-11%	15	-10%
56	CO[C@@H]1COCC[C@H]1NC(=O)CCSc1ccc2c(c1)OCCO2	-26%	-15%	2%	-2%	-2%	-1	4%
57	CCOC(=O)c1ccc(N2C(=O)c3[nH]nc(-c4ccc(OC)cc4)c3C2c2cccc(O)c2)cc1 (stereo unspecified)	?	/	?	/	/	11	/
58	CCn1ccc2c(OCC(=O)Nc3ccc(C(C)=O)cc3)cccc2c1=O	1%	/	3%	/	/	9	/
59	O=C(Cn1nc(Cc2cccnc2)c2ccccc2c1=O)Nc1cccc(C(F)(F)F)c1	-25%	/	-16%	/	/	17	/
60	CNC(=O)[C@H]1C[C@H](Oc2ccccc2)CN1C(=O)c1ccc(Cc2c(C)noc2C)o1	53%[activator]	1%	-1%	i	?	14	i
61	Cc1noc([C@@H]2CN(Cc3cccnc3)C[C@H]2CO)n1	5%	-3%	-10%	2%	5%	-11	i

# 4 entries from above, screen by screen.
24: O=C(CCC1CCCN(Cc2cn[nH]c2-c2ccc(F)cc2)C1)Nc1ccccc1F (stereo unspecified)
25: COc1ccc(CNC(=O)CC[C@H]2CNC(=O)[C@@H]3[C@@H](CCN3C3CCCCC3)N2C)cc1
26: CS(=O)(=O)N1C[C@H]2CCN(Cc3ccc(F)cc3F)C[C@H]21
27: CCC(C(=O)N1CCc2onc(-c3ccc(F)c(F)c3)c2C1)n1cccn1 (stereo unspecified)
compound no. | 24 | 25 | 26 | 27
SNCA expr inhib | 11% | 43%[activator] | 35%[activator] | -16%
HEK293 tox | ? | 3% | i | ?
HEK293 viab | -2% | 5% | -5%[12.5 µM] | -6%
NIH3T3 tox | -16% | 2% | 4% | -31%
FLuc inh | -8% | -5% | 5% | 14%
IP6K1 inhibitor | -2 | -1 | 7 | 10
GPT2 inhibitor | 1% | -3% | -15% | 5%

# Assay outcomes deposited in PubChem by National Center for Advancing Translational Sciences (NCATS).

# Some of the compounds tested, so the mix of outcomes need not match the whole.
